NFkB transloc pot: enhancers of NFkB p65 translocation in HUVEC – imaging, IL-1B stimulus, high-content imaging, primary screen; 94,000 tested, 0.3% active; HUVEC IL-1B NFkB p65 nuclear translocation imaging; activation, % at 2 µM;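 active = activation above 40%, about the mean plus 3 SD, also judged a hit on visual image review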;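 note: percent activation is computed from the nuclear over cytoplasmic p65 intensity ratio; values of inactives mirror those of a sister screen read the other way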
Bcl-B TR3 displacers: displacers of TR3 peptide from Bcl-B, primary screen, selectivity assay for Bfl-1 inhibitor project, biochemical, fluorescence polarization. Bcl-2-like protein 10 (Homo sapiens). FP displacement of FITC-TR3 peptide from Bcl-B; higher % means a stronger effect. displacement, % at 20 µM, or IC50 in µM where a hit was titrated. 96,000 tested, 0.11% active. AID 748, 2007;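 active = displacement above 50% at 20 µM plus a fluorescence interference ratio under 1.5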;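 note: plate controls were wells without compound for no effect and wells lacking Bcl-B protein for full effect; a part of the inactive calls stands beside numbers as strong as those of hits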
NFkB transloc inh: inhibitors of IL-1B driven NFkB p65 nuclear import, primary screen, imaging, HUVEC, IL-1B stimulus, high-content imaging; HUVEC IL-1B NFkB p65 nuclear translocation imaging; inhibition, % at 2 µM; 94,000 tested, 0.43% active; AID 796, 2007;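 active = inhibition above about 30% together with a positive call from visual inspection of the well image, limit read from the data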;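 note: nuclear over cytoplasmic p65 intensity ratio measured by imaging; 0% = IL-1B stimulated DMSO wells and 100% = unstimulated DMSO wells; values of inactives mirror those of a sister screen read the other way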
MRP reversal: reversal of MRP1-mediated doxorubicin resistance, primary screen, H69AR cells, doxorubicin co-treatment | H69AR cells + 2 uM doxorubicin, CellTiter-Glo, 72 h | 85,000 tested, 0.04% active | differential viability (reversal), % at 10 µM;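 active = viability drop by adding the cancer drug above about 55%, with treated viability meeting a 40% cutoff, limit read from the data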;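 note: viability without doxorubicin minus viability with 2 µM doxorubicin for each compound; larger differential means the compound sensitizes cells more to doxorubicin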
PLAP inhibition: PLAP enzyme inhibitors, biochemical, luminescence, HTS (AID 690). purified PLAP, luminescent substrate; higher % means a stronger effect. 96,000 tested, 0.08% active. inhibition, % at 20 µM, or IC50 in µM where a hit was titrated. Alkaline phosphatase, placental type (Homo sapiens); in the data active = a potency from the dose series; inactive = the rest, 99 in 100 with inhibition below about 30%; note: strong numbers were not always called active
MRP reversal cytotoxicity: also measured in MRP reversal; calls as there; viability, %; H69AR cells, CellTiter-Glo, 72 h; measured here: cytotoxicity without doxorubicin
MRP reversal with doxorubicin: recorded beside MRP reversal, whose call it bears; viability, %; measured here: viability with 2 uM doxorubicin; stronger effect = lower value
NFkB transloc inh cell count 2 µM: further read-out of NFkB transloc inh, marked with its call; cell count; measured here: cells passing quality filter;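 raw number of nuclei counted in each imaged well without normalization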
NFkB transloc pot cell count 2 µM: further read-out of NFkB transloc pot, marked with its call; cell count; measured here: cells passing quality filter
Numbers without * were called inactive; nt = not tested or not shown. Some of the compounds tested; count on the stated rates, not on these rows.

SMILES	NFkB transloc pot	NFkB transloc pot cell count 2 µM	Bcl-B TR3 displacers	NFkB transloc inh	NFkB transloc inh cell count 2 µM	MRP reversal	MRP reversal cytotoxicity	MRP reversal with doxorubicin	PLAP inhibition
COc1ccc(S(=O)(=O)n2ccc(-c3cnc(-c4ccccc4)s3)n2)cc1	15	105	4%	-15	105	nt	nt	nt	-30%
O=C(Nc1ccccn1)c1cccs1	4	79	5%	-4	79	2	98	96	-17%
O=C(NCC1CCCO1)C1CC(=O)N(c2ccc(F)c(Cl)c2)C1 (configuration not stated)	-9	180	11%	9	180	-19	93	112	-15%
CCOc1cc(C(=O)NCC2CCCO2)cc(OCC)c1OCC (configuration not stated)	13	157	-4%	-13	157	6	91	85	-5%
COc1ccc(C(=O)c2sc(NC(C)C)nc2N)cc1OC	-4	80	-6%	4	80	-6	81	87	1%
c1ccc(C2OCC3(CO2)COC(c2ccccc2)OC3)cc1 (configuration not stated)	-4	128	-7%	4	128	nt	nt	nt	12%
COc1ccc(OC)c(NC(=O)Cn2c(=O)n(CC(=O)NCc3ccco3)c(=O)c3ccccc32)c1	nt	nt	2%	nt	nt	14	96	82	-79%
CCCCCNC(=O)c1ccccc1SC	6	117	-8%	-6	117	14	96	82	8%
O=C(Cc1ccccc1)Nc1ccc2oc(-c3ccncc3)nc2c1	nt	nt	0%	nt	nt	9	88	79	-2%
O=C(Nc1ccncc1)c1cc(F)cc(F)c1	0	163	-6%	0	163	14	95	81	31%
c1ccc(-c2cn3c(n2)CCC3)cc1	30	195	6%	-30	195	8	102	94	11%
Cc1ccc(C(C(=O)NC2CCCCC2)N2CCCC2)cc1 (configuration not stated)	nt	nt	0%	nt	nt	3	95	92	-38%
COc1ccc(/C=C2\CCc3ccccc3C2=O)cc1OC	-4	102	6%	4	102	nt	nt	nt	-26%
Cn1c(CC(=O)Nc2ccc(Cl)c(Cl)c2)nnc1SCC(=O)Nc1nccs1	4	121	-21%	-4	121	10	100	90	16%
CC(/C=N/NC(=O)Cc1cccs1)=C\c1ccco1	9	116	1%	-9	116	nt	nt	nt	2%
O=C(NCCCN1CCC(Cc2ccccc2)CC1)C1CC(=O)N(C2CCCCCC2)C1 (configuration not stated)	2	200	7%	-2	200	13	92	79	-66%
Cc1noc(C)c1S(=O)(=O)Nc1ccc(C(=O)NCc2ccccc2)cc1	0	163	-3%	0	163	nt	nt	nt	1%
COC(=O)C1C(=O)C2=C(CC1C)NC(C)=C(C(=O)OC1CCCC1)C2c1ccc(N(C)C)cc1 (configuration not stated)	-11	140	-12%	11	140	7	93	86	-39%
Cc1cccc(OCC(=O)N2CCN(C(=O)CCC3CCCC3)CC2)c1	15	110	-13%	-15	110	-13	72	85	-60%
COCCCn1c(SCC(=O)Nc2ccccc2)nnc1-c1ccncc1	13	150	nt	-13	150	16	96	80	nt
Cc1ccc(C(=O)NC(=S)Nc2cc(-c3nc4ccccc4s3)ccc2C)cc1	-1	172	-13%	1	172	nt	nt	nt	12%
Cc1ccc(NC(=O)CCCCCC2NC(=O)NC2C)cc1 (configuration not stated)	0	129	-4%	0	129	7	92	85	-1%
Cc1ccc(CSc2nnc(-c3ccc4c(c3)OCO4)o2)cc1	13	63	4%	-13	63	14	93	79	18%
CC1(C)C(c2ccc(Cl)cc2)=[N+]([O-])C2(CCCC/C2=N\O)N1O (configuration not stated)	-1	102	32%	1	102	18	94	76	4%
Cn1/c(=N/N=C/c2ccc(Cl)c([N+](=O)[O-])c2)sc2ccccc21	1	165	-9%	-1	165	nt	nt	nt	-13%

Reprinted from the part before: four compounds; new compounds follow.
SMILES	NFkB transloc pot	NFkB transloc pot cell count 2 µM	Bcl-B TR3 displacers	NFkB transloc inh	NFkB transloc inh cell count 2 µM	MRP reversal	MRP reversal cytotoxicity	MRP reversal with doxorubicin	PLAP inhibition
Cc1ccc(NC(=O)CCCCCC2NC(=O)NC2C)cc1 (configuration not stated)	0	129	-4%	0	129	7	92	85	-1%
Cc1ccc(CSc2nnc(-c3ccc4c(c3)OCO4)o2)cc1	13	63	4%	-13	63	14	93	79	18%
CC1(C)C(c2ccc(Cl)cc2)=[N+]([O-])C2(CCCC/C2=N\O)N1O (configuration not stated)	-1	102	32%	1	102	18	94	76	4%
Cn1/c(=N/N=C/c2ccc(Cl)c([N+](=O)[O-])c2)sc2ccccc21	1	165	-9%	-1	165	nt	nt	nt	-13%
CC(=O)Cn1c(CN2CC(C)CC(C)C2)nc2c1c(=O)n(C)c(=O)n2C (configuration not stated)	20	143	0%	-20	143	1	81	80	-3%
Cc1cc(C(F)F)n2nc(C(=O)NCc3ccccc3F)nc2n1	4	150	-2%	-4	150	11	103	92	13%
Cc1ccc(C(=O)COC(=O)CNC(=O)c2ccco2)cc1	10	139	4%	-10	139	nt	nt	nt	2%
Cc1cc(C)cc(-n2c(C)cc(/C=N/NC(=O)CN(c3c(C)cccc3C)S(C)(=O)=O)c2C)c1	-2	166	6%	2	166	nt	nt	nt	-96%
CCCOc1ccc(NC(=O)C2CCCNC2=O)cc1 (configuration not stated)	-4	162	1%	4	162	-8	87	95	0%
CCOC(=O)c1c(NC(=O)CC(C)C)sc(C(C)=O)c1C	11	98	nt	-11	98	2	99	97	nt
Cc1cc(C)nc(NC2=NCC(=O)N2c2ccc3c(c2)OCCO3)n1	11	131	-1%	-11	131	-2	96	98	-102%
ONC(=Nc1ccc(Cl)cc1)c1ccccc1	nt	nt	-1%	nt	nt	nt	nt	nt	22%
CCn1cc(C(=O)NCc2ccco2)c(=O)c2cc(S(=O)(=O)N3CCCCCC3)ccc21	-5	205	3%	4	205	-14	72	86	-54%
CC(C)(C)NCC1(CO)SC(N)=NC1=O (configuration not stated)	8	184	5%	-8	184	-1	88	89	-5%
CC(C)OCCCNCc1cccs1	6	65	1%	-6	65	-6	116	122	-8%
CCOC(=O)C1=C(C)NC(=O)NC1c1cn(-c2ccccc2)nc1-c1cccs1 (configuration not stated)	nt	nt	-8%	nt	nt	7	103	95	-68%
Cc1cc(C)c(Cn2c(=O)n(CCCC(=O)NCc3ccco3)c(=O)c3sccc32)c(C)c1	nt	nt	0%	nt	nt	9	80	71	5%
CC1(C)CC(=O)c2cc(OCC(=O)NCC3CCCO3)ccc2O1 (configuration not stated)	22	137	2%	-22	137	6	87	81	12%
Cc1ccc(Cl)c(OCC(=O)NCc2ccco2)c1	7	134	-13%	-7	134	20	94	75	-22%
O=C(CCCC(=O)n1cnc2ccccc21)n1cnc2ccccc21	nt	nt	15%	nt	nt	-2	102	105	-16%
COc1ccc(C(O)Cn2c(=N)n(CCCN(C)C)c3ccccc32)cc1 (configuration not stated)	nt	nt	-2%	nt	nt	nt	nt	nt	-19%
COC(=O)c1ccc(CSc2nc(C)nc3c2c(=O)n(C)c(=O)n3C)o1	2	168	nt	-2	168	-2	83	86	nt
COc1cc(NC(=O)Cc2nn(C)c(=O)c3ccccc23)cc(OC)c1	6	194	-3%	-6	194	-2	85	87	-5%
COc1ccc(-c2[nH]c(-c3ccc(F)cc3)nc2SCC(=O)NCc2ccco2)cc1OC	-16	47	-46%	16	47	-48	39	88	-35%
c1cncc(-c2nnc3sc(-c4ccco4)nn23)c1	-4	63	10%	4	63	-6	85	91	2%
COc1cccc(CNC(=O)C2CCN(C(=O)N(C)C)CC2)c1	-3	161	0%	3	161	-7	102	109	-3%
c1cnc(N2CCSCC2)nc1	14	99	6%	-14	99	-1	94	95	11%
N=c1ncn(CC(O)CN2CCOCC2)c2nc(N3CCOCC3)[nH]c12 (configuration not stated)	4	210	-4%	-4	210	9	100	91	-9%
CCc1nc(SCC(=O)c2ccc(Cl)s2)c2oc3ccccc3c2n1	-1	147	-9%	1	147	9	72	63	16%
Carrying on:
SMILES	NFkB transloc pot	NFkB transloc pot cell count 2 µM	Bcl-B TR3 displacers	NFkB transloc inh	NFkB transloc inh cell count 2 µM	MRP reversal	MRP reversal cytotoxicity	MRP reversal with doxorubicin	PLAP inhibition
CCc1c(C(=O)Nc2cc(C)cc(C)c2)[nH]c(C)c1C(C)=O	6	137	-3%	-6	137	-25	53	78	21%
Cc1cccc(N(CC(=O)N/N=C/c2cc([N+](=O)[O-])ccc2Cl)S(C)(=O)=O)c1C	7	136	3%	-6	136	nt	nt	nt	0%
COc1ccc(-c2nnc(SCC#CCO)o2)cc1OC	3	107	0%	-2	107	-15	31	46	16%
CCOC(=O)CSc1nnc(CNC(=O)c2ccc(OC)cc2OC)n1C	16	123	-4%	-16	123	-17	93	110	5%
COc1ccc(C)cc1S(=O)(=O)N(CC(=O)N1CCOCC1)Cc1ccccc1	8	170	-4%	-8	170	7	104	97	-57%
Cc1ccc(C(=O)NC(=S)Nc2ccc(S(=O)(=O)N(C)c3ccccc3)cc2)cc1	-6	170	15%	6	170	nt	nt	nt	24%
COc1cccc2c(=O)c(C(=O)NCc3cccs3)c[nH]c12	6	148	12%	-6	148	nt	nt	nt	-13%
COc1ccc(-n2cnnc2SCC(=O)Nc2ccc(N3CCOCC3)cc2)cc1	-1	149	0%	1	149	nt	nt	nt	-32%
CC12CCC(C(=O)N3CCCCCC3)(OC1=O)C2(C)C (configuration not stated)	4	103	-4%	-4	103	1	108	107	16%
CC(C)NC(=O)c1ccc2c(=O)n(Cc3ccco3)c(=S)[nH]c2c1	-4	132	5%	4	132	12	92	80	-19%
COc1ccc(OC)c(C(c2nnnn2CC2CCCO2)N2CCN(C3CCCC3)CC2)c1 (configuration not stated)	-3	156	-4%	3	156	10	96	86	-42%
COc1ccc(S(=O)(=O)n2ccc(C)n2)cc1C	5	157	1%	-5	157	23	117	94	7%
CCOC(=O)C(NCc1ccccc1)(NC(=O)c1ccccc1)C(F)(F)F (configuration not stated)	17	199	-8%	-17	199	7	94	88	4%
O=S(=O)(c1cccc(-c2nnc(-c3cccnc3)o2)c1)N1CCCCC1	3	159	nt	-3	159	7	77	70	nt
O=C(O)COc1ccc(/C=N/NC(=O)C2CCCN2S(=O)(=O)c2ccc(Cl)cc2)cc1 (configuration not stated)	2	175	-5%	-2	175	nt	nt	nt	-33%
Cc1ccc(S(=O)(=O)NC(=O)NCc2ccc(Cl)cc2)cc1	-1	170	-10%	1	170	1	107	106	19%

Looked up one by one from the list above, 4 records:
SMILES	NFkB transloc pot	NFkB transloc pot cell count 2 µM	Bcl-B TR3 displacers	NFkB transloc inh	NFkB transloc inh cell count 2 µM	MRP reversal	MRP reversal cytotoxicity	MRP reversal with doxorubicin	PLAP inhibition
COc1ccc(-n2cnnc2SCC(=O)Nc2ccc(N3CCOCC3)cc2)cc1	-1	149	0%	1	149	nt	nt	nt	-32%
Cc1ccc(S(=O)(=O)NC(=O)NCc2ccc(Cl)cc2)cc1	-1	170	-10%	1	170	1	107	106	19%
COc1ccc(-c2nnc(SCC#CCO)o2)cc1OC	3	107	0%	-2	107	-15	31	46	16%
CCOC(=O)C(NCc1ccccc1)(NC(=O)c1ccccc1)C(F)(F)F (configuration not stated)	17	199	-8%	-17	199	7	94	88	4%
